# SRC3 TRFRET art: counter-screen for PPARgamma SRC-3 recruitment agonists: TR-FRET artefact; PPARgamma/SRC-3 format; active compounds read high; TR-FRET ratio at 8 µM; hit rate 0.39% among 99,000; AID 1048; in the data active = TR-FRET ratio above about 2000; note: inactives centre near 1600; reference of the scale not given here
# SRC1 TRFRET art: flags TR-FRET format artefacts in PPARgamma SRC-1 recruitment agonist screen | hit rate 0.34% among 99,000 | TR-FRET ratio at 8 µM | AID 1051 | TR-FRET detection artefact counter-screen, emission ratio; active compounds read high; in the data active = TR-FRET ratio above about 2300; note: inactives centre near 1800; reference of the scale not given here
# * hit, by the source's call.
SMILES,SRC3 TRFRET art,SRC1 TRFRET art
CC(C)c1nnc(NC(=O)CCC(=O)N2CCN(C3c4ccccc4-c4ccccc43)CC2)s1,1667,1790
C=CCNC(=O)COc1cc(C)cc(C)c1C,1509,1775
COc1ccc(C2=CC(c3ccco3)n3ncnc3N2)cc1 (centres undefined),1548,1911
NNC(=O)c1ccncc1,1615,1644
CC(C)(C)C(=O)NC(CC(=O)O)c1ccccc1 (centres undefined),1636,1586
O=C1c2cccnc2C(Nc2ccc(Cl)cc2)N1Cc1cccs1 (centres undefined),1788,1941
O=c1c2nccnc2[nH]c(=S)n1Cc1ccccc1,1640,1952
CCOC(=O)C1(Cc2ccccc2Cl)CCN(S(C)(=O)=O)CC1,1621,1775
CC(=O)OCC1OC(Nc2cccc(C)c2)C(OC(C)=O)C(OC(C)=O)C1OC(C)=O (centres undefined),1458,1608
C/C(=N/NC(=O)c1ccc(O)cc1)c1cccc([N+](=O)[O-])c1,1574,1686
CC(C)c1nc2oc3c(NCc4cccnc4)ncnc3c2c2c1CCC2,1614,1916
CC1(C)Cc2nc3sc(C(=O)NCCCO)c(N)c3cc2CS1,1694,2010
COc1cc2cc(CN(CCCN3CCOCC3)Cc3nnnn3Cc3ccccc3)c(=O)[nH]c2cc1OC,1364,1538
N/C(=N\OC(=O)c1cccs1)c1cccc([N+](=O)[O-])c1,1532,1882
Cc1ccc(NC(=O)C(=O)NCC2OCCc3ccccc32)cc1 (centres undefined),1550,1689
CCOc1ccc(S(=O)(=O)Nc2nccs2)cc1,1553,1768
COc1ccc(NC(C)c2ccccc2)cc1 (centres undefined),1824,1967
O=C(NC(=S)Nc1ccc2c(c1)OCCO2)c1cccc2ccccc12,1609,1857
CC[n+]1ccc(C[n+]2ccccc2)c2ccccc21,1622,1897
CCCOc1ccc(C(=O)NC(=S)NCc2cccnc2)cc1,1650,1698
Cc1cccc(CS(=O)(=O)Cc2ccc(C(=O)NCc3cccnc3)o2)c1,1846,1677
Nc1c(C(=O)Nc2ccc(F)cc2)sc(=S)n1-c1ccccc1F,1579,1697
C=CCNC(=S)NNC(=O)COc1ccc2cc(Br)ccc2c1,1655,1838
CCOC(=O)N1CCC(NC(=O)c2cc3c(-c4ccc(OC)c(OC)c4)nn(C)c3s2)CC1,1358,1746
O=C(Nc1ccc2c(c1)OCO2)c1ccc(NC2CC2)c([N+](=O)[O-])c1,1706,1905
CC(=O)Cc1nsc(Nc2ccc(Cl)cc2)n1,1595,1767
CCOC(=O)c1ccc(NC2Nc3cc(C)nn3S2)cc1 (centres undefined),1390,1749
COCCn1c(=NC(=O)c2cccs2)sc2cc(NC(C)=O)ccc21,1604,1833
Cc1ccccc1N(CC(=O)NC1CCCC1)C(=O)c1csnn1,1566,2030
CN(C)/C=C/C(=O)c1cnc2n(c1=O)CCS2,1582,1901
CCOC(=O)C1(Cc2ccccc2)CCCN(Cc2ccc(OCCO)cc2)C1 (centres undefined),1811,1934
CCOc1ccc(N2C(=O)CN(C)C2=S)cc1,1487,2037
O=C(NCc1ccc2c(c1)OCO2)c1cccc(Cl)c1,1523,1873
COc1ccc(OC)c(NC(=O)C2CCCN2C(=O)OCc2ccccc2)c1 (centres undefined),1601,1617
O/N=C1/C2C3CC4C5C3C1C5C1(OCCO1)C42 (centres undefined),1735,1681
CCn1c(SCc2ccc([N+](=O)[O-])cc2)nnc1C(C)NC(=O)c1ccc(C)cc1 (centres undefined),1565,1792
CCOc1ccc(CC(=O)N2CCN=C2SCc2ccc([N+](=O)[O-])cc2)cc1,1694,1800
CC(=O)c1ccc(NC(=O)/C(=C\c2cccs2)NC(=O)c2ccco2)cc1,1626,1776
Cc1cc(NCc2ccc(F)cc2Cl)n2nnnc2n1,1564,1835
Cn1c(=O)c2ncn(CC(=O)N/N=C/c3ccco3)c2n(C)c1=O,1549,2075
O=C(CN1CCCCCC1)Nc1cccc([N+](=O)[O-])c1,1713,2063
CCCn1c(=O)c2ccccc2n2c(SCCOc3ccccc3)nnc12,1456,1770
CCN1CCN(CCCNC(=O)CCc2nc(-c3ccc(OC)cc3)no2)CC1,1550,2053
CS(=O)(=O)Nc1ccc(C(=O)Nc2ccccc2Cl)cc1,1466,1868
CCOC(=O)c1c(-c2ccccc2Cl)csc1NC(=O)c1cc(S(=O)(=O)N2CCOCC2)ccc1C,2028,2229
CCN(CC)C(=O)c1cncc(C(=O)N(CC)CC)c1-c1ccccc1,1830,1685
Cc1nc2c(-c3ccc(Cl)cc3)cnn2c2c1CCC2,1764,1735
Cc1ccc(Nc2nnc(SCC(=O)c3ccc(Br)s3)s2)c(C)c1,1823,2047
COc1ccc(CC(=O)Nc2cccc(-c3ccc4nnc(C)n4n3)c2)cc1,1538,1721
Cc1ccc(-c2cc(C(=O)O)c3sc(N4CCCCC4)nc3n2)cc1,1524,1720

# Next compounds:
SMILES,SRC3 TRFRET art,SRC1 TRFRET art
CS/C(=N\N(C)C(N)=O)c1ccccc1,1863,2086
COc1ccccc1NC(=O)C(C)Nc1ccc(C)c(Cl)c1 (centres undefined),1738,2204
CCOCC(=O)OCC(=O)Nc1cc(OC)c([N+](=O)[O-])cc1C,1663,1656
O=C(O)CC(NC(=O)C1c2ccccc2Oc2ccccc21)c1ccc(Cl)cc1 (centres undefined),1807,1702
CO/N=C/CC(=O)c1cnc(-c2ccc(Cl)cc2)s1,1512,1869
O=C(/C=C/c1cccc([N+](=O)[O-])c1)Nc1cc(C(=O)O)cc(C(=O)O)c1,1678,1714
O=C(CN1CCN(c2ccccc2)CC1)Nc1ccc2c(c1)OCCO2,1557,1990
CCCC(C)NC(=O)c1c2c(nc3ccccc13)CCC2 (centres undefined),1508,1846
CN(c1ccccc1)S(=O)(=O)c1ccc(Cl)c(C(=O)OCC(=O)N2CCOCC2)c1,1310,1669
Cc1ccc(C2=NNC(c3cccc(F)c3)S2)cc1 (centres undefined),1617,1766

# Molecules listed so far with bromine:
SMILES,SRC3 TRFRET art,SRC1 TRFRET art
C=CCNC(=S)NNC(=O)COc1ccc2cc(Br)ccc2c1,1655,1838
Cc1ccc(Nc2nnc(SCC(=O)c3ccc(Br)s3)s2)c(C)c1,1823,2047

# The listing continues:
SMILES,SRC3 TRFRET art,SRC1 TRFRET art
S=c1[nH]nc(Nc2ccccc2Cl)s1,1291,1855
CC(Nc1cc(=O)n(C)c(=O)n1C)c1ccccc1 (centres undefined),1517,1997
N#C/C(=C\c1ccc(O)c([N+](=O)[O-])c1)C(=O)NCc1ccccc1,1353,1764
CC(=O)c1c(C)[nH]c(C2=NNC(=NCc3ccccc3)SC2)c1C,1589,2072
CC(=O)N1CCc2c(sc3c2c(=O)n(-c2ccccc2)c(=O)n3Cc2ccccc2Cl)C1,1685,1979
CCN(CC(=O)Nc1ccc(NC(C)=O)cc1)C(=O)c1n[nH]c(=O)c2ccccc12,1474,1777
CC(=O)Nc1ccc(NC(=O)C(C)N2CCN(S(=O)(=O)c3ccc(C)cc3)CC2)cc1 (centres undefined),1217,1548
Cc1ccc(NC(=S)NC(=O)c2sc3ccccc3c2Cl)c(C(=O)O)c1,1698,1635
CN(Cc1ccccc1)S(=O)(=O)c1ccc(NC(=S)NC(=O)C2CCCCC2)cc1,1735,1881
Cc1ccc(OCC(=O)NNC(=O)c2ccoc2C)c(Br)c1,1492,1526
C/C(=N/NC(=O)Nc1ccccc1)c1ccc(C)cc1,1496,1697
COc1cc2c(cc1OC)C(Nc1ccccc1)=NC(C)(C)C2,1598,1725
O=C(NC(=S)Nc1ccc(N2CCOCC2)cc1)c1ccc2c(c1)OCCO2,1550,1406
COc1cc(/C=N/Nc2nc(C)nc3c2cnn3-c2ccccc2)ccc1O,1761,1810
Cc1ccc(-n2c(N)c(C(=O)Nc3c(C)n(C)n(-c4ccccc4)c3=O)c3nc4ccccc4nc32)cc1,1615,1447
COCCCNC(=O)C(C#N)c1nc2ccccc2nc1N1CCN(Cc2ccccc2)CC1 (centres undefined),1524,1755
COc1cc(NC(=O)COC(=O)C2CC2)c(C)cc1[N+](=O)[O-],1523,1714
O=C1NC(=S)N/C1=C/c1cccn1-c1ccc([N+](=O)[O-])cc1,1672,1801
CS(=O)(=O)Nc1cccc(C2=NN(S(C)(=O)=O)C(c3ccc4c(c3)OCO4)C2)c1 (centres undefined),1446,1593
O=C(/C=C/c1ccccc1)NCCOc1ccccc1,1605,1900
C/C(=N\NS(=O)(=O)c1ccc(Cl)cc1)c1ccc(NC(=O)c2ccco2)cc1,1518,1784
O=c1c(Cl)c(N2CCN(c3ccc(F)cc3)CC2)cnn1C12CC3CC(CC(C3)C1)C2,1576,1753
COc1cc2c(cc1OC)CN(C(=O)c1ccc(S(=O)(=O)N(C)c3ccccc3)cc1)CC2,1362,1684
CC(NC(=O)CCN1C(=O)c2ccccc2C1=O)c1ccc2c(c1)CCCC2 (centres undefined),1713,1977
COc1ccc(-c2nc3ccccc3c(=O)n2CCOc2ccc(C)cc2C)cc1,1525,1808
CC(CCc1ccccc1)NC(=O)CCNC(=O)Cn1ccc2ccccc2c1=O (centres undefined),1439,1623
O=[N+]([O-])c1cc(S(=O)(=O)N2CCCCCC2)ccc1F,1777,1793
O=c1cc(NCc2ccccc2)nc2n1CCCS2,1485,1699
CN(C)Cc1ccccc1COc1ccccc1,1348,1841
CCCC(=O)Nc1ccc2nc(SCC(=O)N3CCCC3)sc2c1,1622,1936
O=[N+]([O-])c1cccc(-c2ccc(SCc3ccccn3)nn2)c1,1465,1534
CCn1ncc(C2=NOC(C(=O)NCc3ccc(Cl)cc3)C2)c1C (centres undefined),1551,1567
CCOC(=O)N1CCN(C(=S)NC(=O)c2cncc(Br)c2)CC1,1925,2000
O=C(C1=C[C@H](c2ccc(Br)cc2)C[C@H](OCc2ccc(CO)cc2)O1)N1CCOCC1,1691,2011
O=C(Nc1ccc(S(=O)(=O)NC2=NCCCCC2)cc1)c1ccco1,1633,1977
O=C(O)COn1c(-c2ccc(Cl)cc2)nc2ccc(Cl)cc21,1730,1818
Cc1ccc(C(C[N+](=O)[O-])c2c(C)cc3ccccn23)cc1 (centres undefined),1722,2084
CC(C(O)C12CC3CC(CC(C3)C1)C2)N1CCCCC1 (centres undefined),1594,1878
CCOC(=O)c1cnc2cc(C)ccn2c1=O,1636,1694
Cc1cccc(N)c1SC1CCCCC1O (centres undefined),1677,1744
Cc1ccc(S(=O)(=O)C2(C(=O)Nc3ccc(C(C)C)cc3)CC2)cc1,1552,1787
CC1CC(C)(C)NC(=S)N1CCCC(=O)N1CCN(c2ccc(F)cc2)CC1 (centres undefined),1616,1682
Fc1ccc(-c2cc(C(F)(F)F)nc(-n3cc(Cl)cn3)n2)cc1,1486,1696
Cc1ncoc1C(=O)N1CCCC(C(=O)c2ccc(C(F)(F)F)cc2)C1 (centres undefined),1603,1691
COC(CNC(=O)C1CCN(C(=O)c2cc3oc(C)cc3n2Cc2c(F)cccc2Cl)CC1)OC,1418,1680
Cn1c(=O)c(C(=O)CN2CCc3ccccc32)c(N)n(Cc2ccccc2)c1=O,1567,1707
COc1cccc(CN2CCN(Cc3cccn3-c3cccnc3)CC2CCO)c1 (centres undefined),1609,1588
CCCCOC(=O)C1=C(C)NC(=O)NC1c1ccc([N+](=O)[O-])s1 (centres undefined),1438,1790
O=C(Sc1cccc2cccnc12)c1ccc(F)cc1,1610,2026
Cc1ccccc1N(CC(=O)Nc1ccc(F)cc1)S(C)(=O)=O,1675,2152

# New compounds follow.
SMILES,SRC3 TRFRET art,SRC1 TRFRET art
CCOc1cccc(OCCOCCNC(C)(C)C)c1,1686,1931
COc1ccc(C(=O)NNC(=O)CSc2nc3c([nH]2)c(=O)n(C)c(=O)n3C)cc1,1588,1943
O=C(Nc1cccc(-c2nc3cccnc3s2)c1)C1c2ccccc2Oc2ccccc21,1678,1754
Cc1cccc(NC(=O)c2cc(Cl)ccc2[N+](=O)[O-])c1,1733,1915
NN/C(=C\[N+](=O)[O-])Nc1ccccc1,1600,1837
CCOc1ccc(N2C(=O)CC(N3CCN(c4ccccc4F)CC3)C2=O)cc1 (centres undefined),1496,1861
O=C(COc1ccc(F)cc1)NNC(=O)c1cc2ccccc2oc1=O,1657,2194
O=C(N/N=C/c1cnc(N2CCCCC2)s1)c1ccc(C(F)(F)F)cc1,1725,1760
COc1ccc(NS(=O)(=O)c2cc(NC(=O)c3ccc(F)cc3)ccc2OC)cc1,1571,1828
Cc1c(N2C(=O)/C(=C\c3ccc(N(C)C)cc3)N(C)C2=S)c(=O)n(-c2ccccc2)n1C,1824,2019
COc1ccc([N+](=O)[O-])cc1N(CC(=O)NCCSc1ccc(C)cc1)S(C)(=O)=O,1539,1856
O=[N+]([O-])c1cc(CN2CCCC2)c2cccnc2c1O,1603,2057
COc1cc(C2C(C#N)=C(C)NC(C)=C2C#N)cc(OC)c1OC,1571,1480
COc1ccccc1CCN=C(N)NS(=O)(=O)c1cccs1,1364,1864

# Structures from the list above containing two or more sulfur atoms:
SMILES,SRC3 TRFRET art,SRC1 TRFRET art
CC1(C)Cc2nc3sc(C(=O)NCCCO)c(N)c3cc2CS1,1694,2010
CCOc1ccc(S(=O)(=O)Nc2nccs2)cc1,1553,1768
Nc1c(C(=O)Nc2ccc(F)cc2)sc(=S)n1-c1ccccc1F,1579,1697
COCCn1c(=NC(=O)c2cccs2)sc2cc(NC(C)=O)ccc21,1604,1833
CCOC(=O)c1c(-c2ccccc2Cl)csc1NC(=O)c1cc(S(=O)(=O)N2CCOCC2)ccc1C,2028,2229
Cc1ccc(Nc2nnc(SCC(=O)c3ccc(Br)s3)s2)c(C)c1,1823,2047
S=c1[nH]nc(Nc2ccccc2Cl)s1,1291,1855
Cc1ccc(NC(=S)NC(=O)c2sc3ccccc3c2Cl)c(C(=O)O)c1,1698,1635
CN(Cc1ccccc1)S(=O)(=O)c1ccc(NC(=S)NC(=O)C2CCCCC2)cc1,1735,1881
CS(=O)(=O)Nc1cccc(C2=NN(S(C)(=O)=O)C(c3ccc4c(c3)OCO4)C2)c1 (centres undefined),1446,1593
CCCC(=O)Nc1ccc2nc(SCC(=O)N3CCCC3)sc2c1,1622,1936
COc1ccc([N+](=O)[O-])cc1N(CC(=O)NCCSc1ccc(C)cc1)S(C)(=O)=O,1539,1856
COc1ccccc1CCN=C(N)NS(=O)(=O)c1cccs1,1364,1864

# The list is partial. The share of hits here may be higher or lower than overall.
